14-3-3 Bad inh – disrupts binding of bovine 14-3-3 zeta to phospho-Bad peptide | P63103 | TR-FRET 14-3-3zeta/Dy647-pBad peptide displacement, 1 h | inhibition, % at 21.7 µM | actives 0.71% (n = 220,000) | AID 781;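 active means inhibition above about 70%, limit read from the data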;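 further: 0% = full 14-3-3 plus peptide FRET controls and 100% = background without 14-3-3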
Target sequence (P63103 whole entry, looked up): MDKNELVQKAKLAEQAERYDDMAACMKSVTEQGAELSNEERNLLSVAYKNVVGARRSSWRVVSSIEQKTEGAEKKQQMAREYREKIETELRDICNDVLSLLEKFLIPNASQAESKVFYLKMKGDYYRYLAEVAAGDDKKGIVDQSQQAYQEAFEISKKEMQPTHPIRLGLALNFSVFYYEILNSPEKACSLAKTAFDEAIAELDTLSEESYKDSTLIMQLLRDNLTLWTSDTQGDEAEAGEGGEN
EP2 antag – blocks the human prostaglandin E2 receptor EP2; P43116; C6 glioma cells expressing human EP2, cAMP TR-FRET; cells stimulated with saturating PGE2; inhibition, % at 25 µM; actives 0.52% (n = 260,000); AID 1422;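 active means percent inhibition above 40 after rounding to a whole number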;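 further: rat C6 glioma host cells with rolipram phosphodiesterase inhibitor present; the protocol text gives 20 µM as final concentration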
eIF4E 4G PPI – inhibitors of eIF4E and eIF4G interaction in translation initiation; AID 782; TR-FRET eIF4E-eIF4GI(517-606) binding, 2 h; inhibition, % at 21.7 µM; actives 0.37% (n = 220,000);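 active means inhibition above about 30%, limit read from the data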;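 further: 0% = full FRET control wells and 100% = background wells lacking eIF4GI fragment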
Hck-Nef inh – blocks Nef-activated human Hck kinase | Recombinant Hck-YEEI plus Nef, Z-Lyte FRET kinase assay | inhibition, % at 20 µM | actives 0.68% (n = 220,000);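 active means Hck-Nef kinase inhibition above about 50%, limit read from the data; inactive means inhibition below that limit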;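 further: 0% = DMSO with Hck plus Nef and 100% = Hck alone without Nef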
Target sequence (P08631 whole entry, looked up): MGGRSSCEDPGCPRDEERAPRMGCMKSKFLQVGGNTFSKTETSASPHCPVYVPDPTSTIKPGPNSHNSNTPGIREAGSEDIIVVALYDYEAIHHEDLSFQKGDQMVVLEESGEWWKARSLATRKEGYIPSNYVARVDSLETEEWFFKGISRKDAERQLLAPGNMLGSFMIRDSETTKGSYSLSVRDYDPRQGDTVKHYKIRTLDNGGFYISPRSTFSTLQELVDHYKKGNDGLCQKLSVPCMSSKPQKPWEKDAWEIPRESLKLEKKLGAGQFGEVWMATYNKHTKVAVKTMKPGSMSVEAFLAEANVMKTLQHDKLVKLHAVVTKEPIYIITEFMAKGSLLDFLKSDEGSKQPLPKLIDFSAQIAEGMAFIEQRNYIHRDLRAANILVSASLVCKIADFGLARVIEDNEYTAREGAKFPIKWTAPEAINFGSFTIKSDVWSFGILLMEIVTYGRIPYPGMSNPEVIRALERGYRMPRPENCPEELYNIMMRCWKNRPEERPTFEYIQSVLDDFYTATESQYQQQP
Rad51 HR inh – Rad51 (human) homologous recombination inhibition. Q06609. hRad51 DNA strand exchange, fluorescence dequenching. inhibition, % at 10 µM. actives 0.085% (n = 200,000);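 active means inhibition above 40% at the single screening dose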;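 further: 0% = DMSO control wells and 100% = blanks with heterologous ssDNA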
Target sequence (Q06609 whole entry, looked up): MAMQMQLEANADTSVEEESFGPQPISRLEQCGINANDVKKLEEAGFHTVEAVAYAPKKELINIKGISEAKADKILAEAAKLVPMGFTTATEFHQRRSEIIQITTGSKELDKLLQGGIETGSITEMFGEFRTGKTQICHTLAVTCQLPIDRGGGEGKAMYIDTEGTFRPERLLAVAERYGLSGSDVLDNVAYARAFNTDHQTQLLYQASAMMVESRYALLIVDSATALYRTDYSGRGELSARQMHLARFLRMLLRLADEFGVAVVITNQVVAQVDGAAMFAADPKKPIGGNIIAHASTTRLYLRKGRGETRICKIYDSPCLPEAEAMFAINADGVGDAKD
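Test system – preformed human Rad51 ssDNA filaments · Reagent – Donor/quencher-labelled 47-bp dsDNA substrate · Incubation – 37 °C 15-min filament assembly, 30-min compound preincubation, 15-min exchange · Signal – FRET fluorescence dequenching, excitation 485 nm, emission 520 nm · Read-out – percent inhibition from fluorescence, normalised to plate control and blank means · Benchmarks – plate control and blank wells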
Calpain2 inh – blocks pig calpain II enzyme activity. purified calpain II, fluorogenic peptide substrate, 30 min. actives 0.37% (n = 220,000). inhibition, % at 16 µM. AID 1236;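 active means inhibition above about 50%, limit read from the data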
EP2 modulator – modulators of human EP2 prostaglandin E2 receptor | P43116 | EP2-expressing cells, cAMP HTRF FRET, PGE2 co-stimulation | induction, % at 25 µM | actives 0.83% (n = 260,000);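 active means compounds whose cAMP rise, as percent of the full-agonist control response, exceeds 60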;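 further: rat C6 glioma line stably carrying human EP2 under a CMV promoter; the protocol text gives 20 µM as final concentration; 100% = response of wells given 1 µM PGE2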
Tb hexokinase – blocks Trypanosoma brucei hexokinase 1 activity; AID 1430; inhibition, % at 10 µM; actives 0.11% (n = 220,000); recombinant TbHK1, G6PDH-coupled NADH A340;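 active means inhibition of 50% or more in the single-dose primary screen; inactive means inhibition below 50%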
L929 necroptosis – blocks zVAD induced death of L929 cells; L929 zVAD necroptosis rescue, ATP luminescence, 24 h; with zVAD 60 µM; actives 0.38% (n = 220,000); viability rescue, % at 10 µM; AID 1377;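 active means activation, scaled between plate controls, above about 75%, limit read from the data; inactive means activation under that limit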;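 further: 0% = zVAD with DMSO and 100% = DMSO alone without zVAD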
The depositor's hits bear a star; i = inactive; nt = not tested or not shown; & = joins results of further samples; [ ] = another dose, or the depositor's remark. This is a subset; rates above refer to the full screens.

SMILES	14-3-3 Bad inh	EP2 antag	eIF4E 4G PPI	Hck-Nef inh	Rad51 HR inh	Calpain2 inh	EP2 modulator	Tb hexokinase	L929 necroptosis
O=C(OCC(=O)N1CCN(C(=O)c2ccco2)CC1)c1cc(=O)c2ccccc2o1	-1	10	5	0	-7	-33	21	-1	1.1
Cc1cccc(OCCSc2nc(N)cc(N)n2)c1	-2	3	-4	-37	-2	4	-13	-1	2.4
CC1(C)CC(=O)c2cc(OCC(=O)NCC3CCCO3)ccc2O1 (stereo not drawn)	nt	13	nt	0	-1	i	-1	3	-0.3
Cc1cc(C)c(Cn2c(=O)n(CCCC(=O)NCc3ccco3)c(=O)c3sccc32)c(C)c1	5[fluorescence artefact?]	9	-51[fluorescence artefact?]	-2	6	-428	17	-6	0.4
COc1cc(/C=C/c2[nH]c(=O)[nH]c(=O)c2[N+](=O)[O-])ccc1OCCC(C)C	20	19	3	33	-15	-20	-102	-23	6.8
CCN(CC)S(=O)(=O)c1ccc(C(=O)Nc2ccc(Cc3ccncc3)cc2)cc1	-3	7	-2	27	0	22	-80	-9	6.9
O=C(C[n+]1ccc2ccccc2c1)c1ccccc1	-15	7	0	9	14	-9	2	-17	-0.1
C#CC[N+](C)(C)CCCCCCCCCC	28	2	-1	3	3	5	-5	3	-0.2
CCCCc1nnc(NC(=O)C(C)Sc2nc(C)cc(=O)[nH]2)s1 (stereo not drawn)	1	7	-6	-1	0	-16	1	2	0.4
COc1cc2c(cc1NC(=O)c1cccc(Br)c1)CCCC2	-4	nt	8	0	nt	-11	48	2	0.0
CCOCCCNS(=O)(=O)c1ccc(NC(=O)c2ccc(OC)c([N+](=O)[O-])c2)cc1	-7	10	-4	-27	-9	16	-36	12	0.4
CCOC(=O)C1=C(C)NC(=O)NC1c1cn(-c2ccccc2)nc1-c1cccs1 (stereo not drawn)	7	14	0	-5	0	-35	33	3	3.4
CC(C)OCCCNCc1cccs1	-10	15	-3	1	3	-2	4	-3	-0.1
CC(C)NS(=O)(=O)c1ccc(CCC(=O)N2CCCC2)cc1	-8	6	2	21	1	-14	16	5	1.7
CC(C)(C)NCC1(CO)SC(N)=NC1=O (stereo not drawn)	-20	3	1[fluorescence artefact?]	0	-5	26	0	3	0.2
Cc1ccc(Sc2c(C)nn(C(=O)C3CC3)c2C)cc1	-4[fluorescence artefact?]	5	1[fluorescence artefact?]	0	4	16	21	-1	0.6
O=S1(=O)CC2N=C(N(Cc3c(F)cccc3Cl)c3ccccc3F)SC2C1 (stereo not drawn)	8	7	17	8	-12	-51	-4	-2	-0.1
CCN(CC)CCCNC(=O)C1c2cc(OC)c(OC)cc2C(=O)N(C)C1c1cccnc1 (stereo not drawn)	-13	9	-1	21	-41	-31	13	1	1.2
O=C(c1cnc(N2CCN(c3ccccn3)CC2)c2ccccc12)N1CCN(c2cccc(Cl)c2)CC1	-24	10	1	7	7	-397	-59	-8	1.6
CN(C)c1ccc(-c2cc([C@H]3[C@@H]4C=CCC[C@@]4(C)C(=O)N3Cc3ccccc3)ccc2F)cc1	-4	4	3	20	2	-32	-6	-24	0.2
COc1ccc(-c2ncnc(C(F)(F)F)c2-c2csc(C)n2)c(O)c1	2	10	-3	15	17	0	30	-12	0.5
COc1cccc(CNC(=O)CN2C(=O)CSc3ccc(S(=O)(=O)N4CCCC4)cc32)c1	1	-2	1	3	nt	10	-21	-1	-0.4
COc1ccc(CCNC(=O)c2cnc3ccccn3c2=O)cc1	3[fluorescence artefact?]	18	1	-3	5	-25	10	-25	nt
CCCC(=O)Nc1nnc(SCC)s1	7	10	18[fluorescence artefact?]	3	17	6	-1	34	0.1
COc1ccc(C(O)Cn2c(=N)n(CCCN(C)C)c3ccccc32)cc1 (stereo not drawn)	5	7	1	-12	7	-11	-10	7	-0.5
Cn1ncc(C#N)c1NC(=O)C1CC(c2ccccc2Cl)=NO1 (stereo not drawn)	-1	9&3	-1	12	-19	1	-12&21	-14	1.4
Cc1cccc(Cn2nc(C)cc2NC(=O)CCCn2ccc([N+](=O)[O-])n2)c1	-18	5	0	2	-42	-42	17	-2	0.7
COc1ccc(OC)c(-n2nnnc2SCC(=O)NCc2ccc3c(c2)OCO3)c1	8	8	-8	-1	2	24	-13	0	-0.1
CC1=NN(c2ccccc2)C(=O)/C1=C\C=C1/N(C)c2ccccc2C1(C)C	-11[fluorescence artefact?]	16	0	2	-38	22	-10	-11	0.3
CN1CCN(c2ccc(CNS(=O)(=O)c3ccccc3)cc2)CC1	6	6	3	15	9	-31	16	-7	-0.6
O=C(CCCC(=O)n1cnc2ccccc21)n1cnc2ccccc21	-14	2	2	1	-8	-47	14	3	-0.7
O=C1Cc2ccccc2C(=O)N1Cc1ccccc1	9	5	1	-2	10	-6	22	-11	0.7
COc1ccc(NC(=O)CN2C(=O)C(C)SC(C)C2=O)c(OC)c1 (stereo not drawn)	-4[fluorescence artefact?]	7	-4	2	5	-17	12	-3	0.9
CCCOc1ccc(-c2csc(N)n2)cc1[N+](=O)[O-]	-8	10	1[fluorescence artefact?]	0	7	-16	-15	-5	0.6
Cc1ccc(Cl)c(OCC(=O)NCc2ccco2)c1	-5	7	3	6	-5	-5	1	2	-0.2
COc1ccc(N2C(=O)C(CC(N)=O)N(NC(=O)CCc3ccccc3)C2=O)cc1 (stereo not drawn)	0	9	6	11	4	-6	28	-3	11
Nc1ccc(Br)cc1Br	3	5	1	21	6	-15	-5	-9	0.1
COc1cccc(CNC(=O)C2CCN(C(=O)N(C)C)CC2)c1	5	9	-1	0	-4	-1	29	1	0.2
COC(=O)c1ccc(C(=O)OC)c(NC(=S)N2CCCC(C)C2)c1 (stereo not drawn)	-10	7	-3	4	-34	-1	39	-3	-0.3
S=C(NC1CCCCC1)N1CCn2cccc2C1c1cccnc1 (stereo not drawn)	-9	6	-3	13	3	1	-1	2	-0.6
C=CCOC(=O)C(=O)/C=C/c1coc2ccccc2c1=O	15	4	3	33	-9	-40	-3	-14	0.5
Cc1cccc(Nc2nnc(SCC(=O)Nc3ccccc3[N+](=O)[O-])s2)c1C	3	3	17	5	4	-10	-34	2	1.3
c1cncc(-c2nnc3sc(-c4ccco4)nn23)c1	16	2	4	3	2	12	-26	-1	0.0
COc1ccc(-c2[nH]c(-c3ccc(F)cc3)nc2SCC(=O)NCc2ccco2)cc1OC	-4	12	8	15	-4	-64	-11	-2	3.3
CC1(C)CC(=O)C=C(NCCN2CCN(C(=S)Nc3ccc(F)cc3)CC2)C1	-5	6	-2	11	20	-3	-20	-7	-0.6
O=C(Cn1cc2c(n1)CCCCC2)N1CCCCC1	-16[fluorescence artefact?]	4	1	3	-2	20	-1	-1	0.4
CCOC(=S)N/C(=N\S(=O)(=O)c1ccc(C)cc1)c1ccccc1	5	14	-3	1	-2	7	6	0	0.2
O=C(Nc1c(S(=O)(=O)c2ccccc2)csc1Br)c1ccccc1Cl	-15	13	-2	1	-3	-1	-4	0	-1.1
Cc1csc(N2CCCC2=O)n1	-3	4	-2	24	3	-16	13	1	1.5
COc1cc(NC(=O)Cc2nn(C)c(=O)c3ccccc23)cc(OC)c1	-4	10	-4	-21	13	-8	3	-3	0.2
CC(=O)c1ccc(-c2ccccc2[C@H]2[C@H]3C=CC[C@@H](C)[C@@H]3C(=O)N2Cc2ccccc2)cc1	-4	13	-1	30	-4	11	30	-4	2.5
COC(=O)c1ccc(CSc2nc(C)nc3c2c(=O)n(C)c(=O)n3C)o1	3	7	-1	1	13	2	18	-2	0.1
C=CCn1c(CCCOc2ccc(Cl)cc2Cl)n[nH]c1=S	-5	5	-1[fluorescence artefact?]	-1	0	19	-2	7	1.3
COc1ccc(CNC(=O)c2ccc3nccnc3c2)cc1	-1	6	8	2	-8	-20	6	-1	0.3
Cc1cccc(N(CC(=O)N/N=C/c2cc([N+](=O)[O-])ccc2Cl)S(C)(=O)=O)c1C	0	11	-11	5	0	-12	20	-3	-0.2
NC(=O)C1(N2CCCCC2)CCN(C2CC(=O)N(Cc3ccc(N4CCCC4=O)cc3)C2=O)CC1 (stereo not drawn)	-7[fluorescence artefact?]	6	0	7	-6	-17	9	0	0.1
COc1ccc(/C=N/NC(=O)CCSc2nc3ccccc3s2)cc1OC	-1	22	0[fluorescence artefact?]	4	-9	-3	-90	-13	0.9
COc1ccc(/C(C)=N/NC(=O)CNC(=O)CCc2ccccc2)c(OC)c1	0	12	-5	12	3	-8	0	-1	1.6
CCc1c(C(=O)Nc2cc(C)cc(C)c2)[nH]c(C)c1C(C)=O	0	17	3	-21	-5	-13	-29	6	0.5
c1ccc(Cc2nn[nH]n2)cc1	14	10	-3[fluorescence artefact?]	-5	-8	-23	1	1	-1.6

Record cards, from the list above.
CCCOc1ccc(-c2csc(N)n2)cc1[N+](=O)[O-] reads 14-3-3 Bad inh = -8; EP2 antag = 10; eIF4E 4G PPI = 1[fluorescence artefact?]; Hck-Nef inh = 0; Rad51 HR inh = 7; Calpain2 inh = -16; EP2 modulator = -15; Tb hexokinase = -5; L929 necroptosis = 0.6
COc1ccc(/C=N/NC(=O)CCSc2nc3ccccc3s2)cc1OC reads 14-3-3 Bad inh = -1; EP2 antag = 22; eIF4E 4G PPI = 0[fluorescence artefact?]; Hck-Nef inh = 4; Rad51 HR inh = -9; Calpain2 inh = -3; EP2 modulator = -90; Tb hexokinase = -13; L929 necroptosis = 0.9
CC(C)(C)NCC1(CO)SC(N)=NC1=O (stereo not drawn) reads 14-3-3 Bad inh = -20; EP2 antag = 3; eIF4E 4G PPI = 1[fluorescence artefact?]; Hck-Nef inh = 0; Rad51 HR inh = -5; Calpain2 inh = 26; EP2 modulator = 0; Tb hexokinase = 3; L929 necroptosis = 0.2

(continued)
SMILES	14-3-3 Bad inh	EP2 antag	eIF4E 4G PPI	Hck-Nef inh	Rad51 HR inh	Calpain2 inh	EP2 modulator	Tb hexokinase	L929 necroptosis
Cc1ccc(SCCN2CCN(CCc3ccccc3)CCC2=O)cc1	1	11	0	28	0	12	-10	-23	1.7
O=C(O)CNC(=O)C(c1ccccc1)c1ccccc1	1	2	2	3	-16	1	19	-5	1.2
CCc1nc(SCC(=O)c2ccc(Cl)s2)c2oc3ccccc3c2n1	3	11	1	1	-6	7	2	-12	0.1
CCOc1ccc(OCCSc2nc(N)cc(=O)[nH]2)cc1	0	4	2	13	-1	4	11	-7	1.3
O=C1CC2c3ccccc3C1C1C(=O)N(CCO)C(=O)C21 (stereo not drawn)	-13	4	2	14	3	-8	15	-6	13
CN(C1CCCCC1)S(=O)(=O)c1ccccc1	3[fluorescence artefact?]	7	-3	-1	-5	-13	9	3	0.1
COc1ccc([N+](=O)[O-])cc1NC(=O)CSc1ccc2ccccc2c1	-3[fluorescence artefact?]	0	-1	-1	nt	46	-30	5	0.8
N=c1ncn(CC(O)CN2CCOCC2)c2nc(N3CCOCC3)[nH]c12 (stereo not drawn)	-11	nt	1	-21	nt	-14	34	-6	0.7
c1cnc(N2CCSCC2)nc1	4	15	1	1	5	4	33	3	-0.4
O=S(=O)(NCC1CCCO1)c1cnc(Cl)c(Cl)c1 (stereo not drawn)	-8[fluorescence artefact?]	4	11	3	11	12	9	-4	-0.9
CCC(Oc1ccc2ccccc2c1)C(=O)O (stereo not drawn)	35	8	-1	1	12	18	10	2	-0.1

Arranged by the number under Tb hexokinase (highest first): 3 from the list above
SMILES,14-3-3 Bad inh,eIF4E 4G PPI,Hck-Nef inh,Calpain2 inh,EP2 modulator,Tb hexokinase
CCOc1ccc(OCCSc2nc(N)cc(=O)[nH]2)cc1,0,2,13,4,11,-7
CCc1nc(SCC(=O)c2ccc(Cl)s2)c2oc3ccccc3c2n1,3,1,1,7,2,-12
Cc1ccc(SCCN2CCN(CCc3ccccc3)CCC2=O)cc1,1,0,28,12,-10,-23

Screens as filed in PubChem.
